HTT ATP protect: Huntington cell model cytoprotection by ATP luminescence. 230,000 tested, 0.14% active. Potency, µM (titrated, usually from 56.4 µM), inactives show cytoprotection (ATP increase), most hits filed as activators. AID 1471. PC12 HTT-Q103 induced, cytoprotection, ATP luminescence, 40 h;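 also: % of control where 0% means no effect; nearly all actives have a fitted effect of over 45% in size; toxic huntingtin expression switched on by the ecdysone agonist tebufenozide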
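Rat PC12, Q103 Htt exon1-GFP fusion, ecdysone promoter; tebufenozide inducer 100 nM final; compound titration; qHTS, 1500 cells/well; ATPlite luminescent read.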
Tau fibril ThT: tau fibrillization inhibition (ThT binding) | recombinant tau K18 P301L, heparin-induced fibrillization, ThT fluorescence | Potency, µM (highest dose often 57.4 µM), for the others: at the top dose activity, negative = inhibition, actives largely listed as inhibitors | 270,000 tested, 2.1% active; also: % is scaled to controls: 0 for no effect and ±100 for the full control effect; nearly all actives have a fitted effect of over 55% in size
Target sequence (P10636 561-689 P618L limits assumed): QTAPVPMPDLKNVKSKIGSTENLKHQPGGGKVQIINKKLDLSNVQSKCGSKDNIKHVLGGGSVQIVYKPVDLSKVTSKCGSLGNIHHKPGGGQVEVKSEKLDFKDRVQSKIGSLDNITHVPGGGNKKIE
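In this qHTS, human K18 P301L tau is incubated with compound and heparin for 6 hr at 37 C, and Thioflavin T fluorescence then reports fibril load.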
TexasRed fluor: counter-screen for TRb-SRC2 inhibitors: fluorescence interference | 280,000 tested, 0.29% active | Potency, µM (top dose mostly 106 µM), inactives show at the highest dose fluorescence change, negative = quenching | TRb/SRC2 Texas Red total fluorescence interference; active = well fitted curve in either direction with a large enough effect; inconclusive = small, poorly fitted or top-dose-only effect; also: % is scaled to controls: 0 for no effect and ±100 for the full control effect
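Human TRb ligand-binding domain at 0.6 uM with 20 nM Texas Red SRC2 peptide in Tris buffer containing 1 uM T3 and 5% DMSO, incubated with compound 5 h at ambient temperature. Total fluorescence (555/632 nm) calculated as parallel + 2 × perpendicular.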
TRb SRC2 PPI: disrupts binding of human TR beta to SRC2. Potency, µM (highest dose often 106 µM), without a hit: at the highest dose activity change, negative = inhibition, most hits filed as inhibitors. P10828. 280,000 tested, 0.065% active. TRbeta-SRC2 peptide binding, fluorescence polarization; receptor liganded with 1 µM T3;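 also: plate controls were bound peptide for no effect and peptide without receptor for full effect; nearly all actives have a fitted effect of over 50% in size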
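Each compound concentration gave % activity, normalized to unbound and bound Texas Red SRC2 controls, from polarization read after 5 hr ambient incubation with T3-loaded human TRb LBD.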
Tau FP inhib: tau fibrillization inhibition (FP); P10636; K18 P301L tau heparin fibrillization, Alexa594 FP, 6 h; Potency, µM (top dose mostly 57.7 µM), inactives show at the highest dose activity, negative = inhibition, most hits filed as inhibitors; 280,000 tested, 0.39% active; also: % is scaled to controls: 0 for no effect and ±100 for the full control effect; nearly all actives have a fitted effect of over 55% in size
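Recombinant K18 P301L […], labeled with Alexa 594 at 0.24 uM over 15 uM unlabeled; heparin inducer 20 uM final; 37 C, 6 hr; FP endpoint.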
L3MBTL1 inh: L3MBTL1 (human) inhibition; Q9Y468; AlphaScreen L3MBTL1–H3K9me1 peptide binding; Potency, µM (titrated, usually from 57.1 µM), without a hit: top-dose activity, negative = inhibition, hits mostly inhibitors; 230,000 tested, 0.66% active; AID 485360; also: % is scaled to controls: 0 for no effect and ±100 for the full control effect; nearly all actives have a fitted effect of over 60% in size
Target sequence (Q9Y468 whole entry, looked up): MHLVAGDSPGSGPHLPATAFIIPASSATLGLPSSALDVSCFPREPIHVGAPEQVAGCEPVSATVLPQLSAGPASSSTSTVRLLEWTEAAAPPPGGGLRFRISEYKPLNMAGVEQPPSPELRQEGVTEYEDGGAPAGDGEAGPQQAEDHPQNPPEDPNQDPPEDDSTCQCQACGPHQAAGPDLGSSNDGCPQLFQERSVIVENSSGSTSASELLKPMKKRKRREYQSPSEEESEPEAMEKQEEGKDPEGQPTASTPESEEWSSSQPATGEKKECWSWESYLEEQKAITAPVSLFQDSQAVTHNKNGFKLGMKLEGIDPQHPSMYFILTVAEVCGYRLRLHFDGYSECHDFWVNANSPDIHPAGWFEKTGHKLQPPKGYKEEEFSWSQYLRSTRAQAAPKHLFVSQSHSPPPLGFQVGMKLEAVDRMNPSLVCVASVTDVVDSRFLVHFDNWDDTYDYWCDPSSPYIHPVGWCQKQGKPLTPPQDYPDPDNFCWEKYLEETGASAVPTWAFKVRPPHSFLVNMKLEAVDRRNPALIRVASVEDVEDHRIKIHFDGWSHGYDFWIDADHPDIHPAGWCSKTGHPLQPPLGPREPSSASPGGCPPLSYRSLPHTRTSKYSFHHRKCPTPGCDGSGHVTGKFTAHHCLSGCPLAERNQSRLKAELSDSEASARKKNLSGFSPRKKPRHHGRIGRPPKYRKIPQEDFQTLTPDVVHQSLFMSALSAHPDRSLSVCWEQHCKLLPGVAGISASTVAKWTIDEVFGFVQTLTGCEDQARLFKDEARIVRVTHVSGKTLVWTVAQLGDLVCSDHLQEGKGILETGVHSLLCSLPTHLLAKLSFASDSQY
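Displacement of a biotinylated histone H3(1-15) peptide monomethylated at Lys9 (75 nM) from L3MBTL1 (50 nM) was measured by AlphaScreen after a 30 min room-temperature compound incubation; cefsulodin titration served as intraplate control.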
RECQ1 inh: inhibitors of human RECQ1 DNA helicase. P46063. RECQ1 DNA unwinding, red fluorescence kinetic read. Potency, µM (top dose mostly 57.3 µM), without a hit: top-dose activity, negative = inhibition, most hits filed as inhibitors. 240,000 tested, 0.54% active. AID 2549;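 also: plate controls were vehicle for no effect and no enzyme for full effect; nearly all actives have a fitted effect of over 30% in size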
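RECQ1T1 50 nM; forked duplex (20 bp + 30-nt ss tails) 200 nM, ATP 2 mM final; pH 8.0, 2 mM MgCl2, 2.5 ug/ml poly(dI-dC); 15 min compound preincubation; discontinuous kinetic read over 2 h at RT.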
Tau fluor counter: counter-screen for tau fibril formation inhibitors; tau K18 P301L (four-repeat tau fragment) Alexa594 fluorescence, heparin fibrillization; Potency, µM (titrated, usually from 57.7 µM), without a hit: at the highest dose activity change, negative = decrease; 280,000 tested, 0.93% active; AID 1463; also: % is scaled to controls: 0 for no effect and ±100 for the full control effect; nearly all actives have a fitted effect of over 55% in size
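Human K18 P301L tau (15 uM unlabeled plus 0.24 uM Alexa 594-labeled, final) in 100 mM sodium acetate pH 7 was mixed with compound and 20 uM heparin and incubated 6 hr at 37 C.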
* = called active by the depositor; i = inactive; ? = inconclusive; . = not tested or not shown; [ ] = dose if it differs, or a comment. Unless noted, calls follow the shape of the dose curve; as a rule, active = well fitted curve in the direction sought with a large enough effect; inconclusive = small, poorly fitted or top-dose-only effect, or another doubt; inactive = no such curve, though single readings can be large; an effect the other way counts as inactive or inconclusive. Potency is read from the fitted curve at half-maximal effect.

SMILES | HTT ATP protect | Tau fibril ThT | TexasRed fluor | TRb SRC2 PPI | Tau FP inhib | L3MBTL1 inh | RECQ1 inh | Tau fluor counter
CC(=O)NC1=NN(C(C)=O)C(c2cccs2)S1 (configuration not stated) | 3%[10 µM] | 0% | -2% | 7% | 3% | -1% | -6% | 4%
CCN(CCNC(=O)C1CCN(S(C)(=O)=O)CC1)c1ccccc1 | -16%[0.074 µM] | -4% | 0% | -6% | 0% | 9% | -1% | -1%
O=C(Nc1ccc2c(c1)OCCO2)c1cc(-n2cnnc2)ccc1Cl | -10%[0.074 µM] | -2% | 1% | 2% | 6% | . | -9% | 2%
O=C(O)CC(c1ccccc1)n1cnnn1 (configuration not stated) | 2% | -2% | 2% | -2% | -3% | 18% | 3% | 1%
CC(C)NC(=O)CCCc1c[nH]c2ccccc12 | 1% | -7% | -1% | 5% | 4% | ? | -8% | -8%
COc1ccc(S(=O)(=O)NC(C)C(=O)O)cc1 (configuration not stated) | 5% | -6% | 3% | 4% | -1% | . | i | -5%
O=C(O)COc1ccc(/C=N/n2cnc3scc(-c4cccs4)c3c2=O)cc1 | 22%[10 µM] | -14% | -1%[53 µM] | -7%[53 µM] | 6% | 0% | -18% | -2%
CCOC(=O)Nc1sc(C)c(C)c1C(N)=O | 2%[10 µM] | -1% | 1% | -10% | 3% | -6% | i | 3%
CC1Oc2ccccc2C=C1/C=N/NC(=O)c1ccccc1 (configuration not stated) | -11%[10 µM] | -12% | -2% | 1% | -8% | 11% | -3% | -15%
S=C1N(c2ccccc2)C(c2cccc3ccccc23)N2CCCN12 (configuration not stated) | -2% | -6% | -1% | 8% | -6% | . | 0% | -29%
Cn1c(=O)c2c(SCc3ccccc3)nc(C3CC3)nc2n(C)c1=O | 15%[10 µM] | -11% | -2% | 1% | -2% | 10% | i | -1%
O=C(NCc1ccccn1)c1cccc(NS(=O)(=O)c2cccc(F)c2)c1 | 2%[10 µM] | -4% | -1% | 3% | -8% | 0% | -13% | -7%
CCOC(=O)c1c(C)[nH]c(C)c1S(=O)(=O)N1CCN(c2ccc(Cl)cc2)CC1 | . | -2% | -2% | 9% | -6% | . | . | ?
CN(Cc1c(C(=O)N2CCc3ccccc3C2)nc2ccc(Cl)cn12)C(C1CC1)C1CC1 | ? | -6% | -3%[53 µM] | 7%[53 µM] | -12% | -19% | -3% | -5%
CCSc1nc(-c2cccs2)nc2ccccc12 | -25% | ? | -6% | -4% | ? | . | -3% | -28%
CCn1cc(CNC(=O)CCSc2nc(-c3ccco3)cc(C(F)(F)F)n2)cn1 | -5% | -10% | 0% | -7% | -3% | . | -7% | -10%
COc1ccc(/C=C/C(=O)NC(=S)NNC(=O)c2cc(OC)c(OC)c(OC)c2)cc1 | 2%[10 µM] | . | -3% | 1% | -3%[11.6 µM] | . | i | -12%[11.6 µM]
CSCCC(NS(=O)(=O)c1ccc2c(c1)oc(=O)n2C)C(=O)NCc1ccc(C)cc1 (configuration not stated) | 7%[10 µM] | . | -4% | 4% | -6% | . | -3% | 9%
Cc1cc(NC(=O)CSc2nc3c(sc4ccccc43)c(=O)n2CCc2ccccc2)n[nH]1 | -38% | ? | -8% | -2% | ? | . | i | -5%
O=C(CN1CCN(c2ccccc2Cl)CC1)NC1CCCc2ccccc21 (configuration not stated) | 6%[10 µM] | ? | 0% | -2% | 3% | 1% | -3% | -8%
O=S(=O)(/N=C/c1c(O)ccc2ccccc12)c1cccs1 | 29% | ? | ? | 28µM* | ? | . | i | -25%
C=CCn1c(SCC(=O)Nc2ccc3c(c2)CCC3)nnc1-c1cccs1 | 7% | -16% | 0% | -16% | 7% | . | -7% | -12%
COCCCNc1nc(N)c([N+](=O)[O-])c(Nc2ccccc2OC)n1 | . | ? | -1% | -3% | -2% | -3% | -8% | -17%
O=C1COc2ccc(C(=O)c3ccccc3C(=O)O)cc2N1 | . | 3% | -4% | 1% | 2% | 0% | 0% | 9%
O=C(O)COc1ccc(NC(=O)c2ccco2)cc1 | -22% | -10% | 3% | -2% | -10% | . | 2% | -8%
NC(=O)C1CCN(C2CC(=O)N(Cc3ccc(N4CCCC4=O)cc3)C2=O)CC1 (configuration not stated) | 17% | -14% | -5% | -7% | -3% | . | -17% | -14%
O=C(CSc1ncn[nH]1)N1N=C2/C(=C/c3ccccc3)CCCC2C1c1ccccc1 (configuration not stated) | 17%[10 µM] | -6% | 2% | 5% | -4% | -4% | -2% | -17%
N/C(=N\OC(=O)c1ccc(Cl)cc1Cl)c1ccc(Cl)cc1 | -35% | -5% | -3% | -13% | -6% | 31%[activator] | -13% | -19%
CSc1[nH]c(=O)c(C(=O)O)cc1C#N | 3% | -5% | -1% | -13% | -11% | . | -6% | -1%
CCOC(=O)Cn1c(N)c(C(=O)OC)sc1=S | -11% | 3% | 1% | -6% | 0% | -5% | -5% | 4%
Oc1ccccc1/C=N/N1CCCCC1 | -33% | -7% | -2% | -4% | -5% | -18% | i | -6%
CCn1c(=O)c2c(nc(SCC(=O)NCC3CCCO3)n2C)n(C)c1=O (configuration not stated) | -7%[10 µM] | -7% | -5% | 0% | -6% | -7% | i | -3%
CCC(CC)C(=O)Nc1ccc(S(=O)(=O)N2CCC(c3nc4ccccc4s3)CC2)cc1 | . | 0% | 1% | 6% | -7% | . | . | 0%
CC1CCN(C(=O)C2CCN(S(=O)(=O)c3cccc4nsnc34)CC2)CC1 | -26% | -5% | -2% | 4% | -7% | . | 3% | -5%
CSc1nc2ccccc2n1CC(=O)N1CCCCC1 | -32%[10 µM] | -2% | 2% | -20% | -3% | 0% | i | -8%
CCc1ccccc1NC(=S)N(Cc1cccs1)C1CCCC1 | -32%[inhibitor] | -10% | 1% | -1% | -6% | . | i | -15%
COc1ccccc1N(CC(O)Cn1c2ccccc2c2ccccc21)S(=O)(=O)c1ccccc1 (configuration not stated) | 5%[10 µM] | -6% | -5% | 0% | -2% | -17% | 8% | -26%
CN(Cc1cn(Cc2ccccc2)nc1-c1ccc2c(c1)OCO2)Cc1nccn1C | -18% | -12% | 0% | -5% | -4% | -23% | -9% | -8%
Cc1cc(C)n(-c2nc(NCC3CCCO3)c3c4c(sc3n2)COC(C)(C)C4)n1 (configuration not stated) | -12% | -12% | -3% | 9% | 1% | . | 0% | -8%
Cc1ccc(CNC(=O)CSc2nc3ccccc3c3nc(C)nn23)cc1 | -9% | -8% | 0% | -3% | 13% | -1% | 16% | -1%
COC(=O)c1cc(C(=O)c2cccc(Cl)c2Cl)cn1C | 30% | 1% | -5% | -1% | -5% | 3% | 0% | -9%
Cc1cc(/C=N/Nc2ccc([N+](=O)[O-])cn2)c(C)n1-c1ccccc1 | 18% | 3.5µM* | -2% | -8% | 8% | . | i | ?
CC(C)OCCCNC(=O)C1CCC(CNS(=O)(=O)c2ccc(Cl)cc2)CC1 (configuration not stated) | . | -10% | 2% | -2% | 0% | 7% | -12% | -11%
Cc1ccc(/C([O-])=C(/C(=S)NCCN2CCOCC2)[n+]2ccccc2)cc1[N+](=O)[O-] | 2%[10 µM] | ? | 2% | -1% | -15% | -3% | 9% | -18%
CCC1(c2ccccc2)NC(=O)N(C)C1=O (configuration not stated) | . | . | 4% | -11% | . | 0% | -7% | .
Cc1ccc(S(=O)(=O)Nc2ccccc2C(=O)Nc2nc(-c3ccc(F)cc3)cs2)cc1 | -44%[0.074 µM] | 5% | -2% | -12% | 4% | 4% | i | 4%
CCC(=O)Nc1ccc(C(=O)Nc2c[nH]c(=O)[nH]c2=O)cc1 | -1%[10 µM] | 0% | -4% | 0% | 2% | 4% | -11% | -5%
O=C(CSc1nccn1-c1ccc(Cl)cc1)Nc1ccc2c(c1)OCO2 | -26% | -15% | 1% | 10% | 11% | -26% | -15% | ?
O=C(NCc1cccnc1)c1cccc(S(=O)(=O)N2CCOCC2)c1 | 0% | -6% | -6% | -2% | 9% | -3% | -11% | 5%
CN(C)CCNC(=S)Nc1ccccc1Cl | 8%[10 µM] | 0% | 1% | -1% | 7% | 5% | -1% | -1%
CCC1CCc2nc3sc(C(=O)Nc4ccc(F)c(Cl)c4)c(N)c3cc2C1 (configuration not stated) | . | ? | -2% | 2% | -1% | . | . | -20%
O=C(C1=C(O)C(=O)N(CCN2CCOCC2)C1c1cccnc1)c1cc2ccccc2o1 (configuration not stated) | -8% | -18% | -2% | -1% | 3% | 7% | 9% | -7%
Cc1ccc2nc(C(F)OC(F)(F)F)[nH]c2c1 (configuration not stated) | -7%[0.074 µM] | -9% | 1% | 0% | -2% | . | -3% | 2%
CCC(=O)N1CCc2cc(Br)cc(S(=O)(=O)NCCN3CCCCC3C)c21 (configuration not stated) | 31% | -4% | 1% | 12% | -14% | . | -2% | -3%
O=C(CN1CCC(c2nc3ccccc3s2)CC1)NCc1cccs1 | -47%[inhibitor] | -14% | -1% | 4% | -3% | . | 0% | 1%

High-throughput results (PubChem)

An excerpt; rates above refer to the full screens.
